Screens: PubChem BioAssay, The Scripps Research Institute Molecular Screening Center
MMP13 inhibition: human MMP13 inhibition, fluorescence-interfering compounds – biochemical, possible fluorescent artifacts, delta fluorescence, confirmation (AID 734); MMP13 fTHP FRET cleavage, delta fluorescence 4 h; hits give high values; inhibition, %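 (each compound tested at 4 µM nominal in triplicate)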; 5,100 tested, under 10 active;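 active = inhibition above the mean inhibition over all tested compounds plus 3 SD, cut at about 75% in these data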;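 also: 0% = DMSO only wells and 100% = 8 µM reference MMP13 inhibitor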
* hit, by the source's call.

Structure | MMP13 inhibition
COc1ccc(-n2c(Cc3cccn3C)nnc2SCC(=O)Nc2cccc(NC(C)=O)c2)cc1 | 6
C=CCn1c(CCC(=O)O)ccc1-c1ccccc1 | 6
COc1cc(OC)c(C(=O)Oc2ccc3c(c2)OCO3)cc1OC | 2
Cc1cc(C(=O)NCCCn2ccnc2)sc1-c1ccccc1 | 0
COc1cccc2c(C)c(C(=O)O)[nH]c12 | 1
N#Cc1nc(-c2ccccc2)oc1NCCN1CCCCC1 | 2
Cc1ccc(-c2nc3cc(N)ccc3o2)cc1 | 2
Cc1ccc2[nH]c3c(N4CCN(Cc5ccc6c(c5)OCO6)CC4)ncnc3c2c1 | -4
COCCCNC(=O)c1c(N)n(-c2cccc(S(N)(=O)=O)c2)c2nc3ccccc3nc12 | -9
CCc1nnc(NC(=O)C2CCN(c3nccc(C)n3)CC2)s1 | 3
CCOC(=O)c1[nH]c2ccccc2c1NC(=O)C(C)(C)C | 6
Cc1c(C)c2ccc(OCc3ccc(C(=O)O)o3)c(C)c2oc1=O | 10
CC(=O)c1cc2c(cc1NC(=O)Nc1cccc(Cl)c1)OCCO2 | 6
Cc1nn(-c2ccccc2)c2[nH]c(=O)c(CNCC3CCCO3)cc12 (configuration not stated) | 3
CCOc1cc2[nH]c(=O)n(CC3CCC(C(=O)NCCCOC)CC3)c(=O)c2cc1OCC (configuration not stated) | 2
COCCNC(=O)CS(=O)Cc1nc(-c2ccc(Cl)cc2)oc1C (configuration not stated) | 2
COc1ccc2[nH]c(=O)c(CN(Cc3ccccc3OC)Cc3nnnn3CC3CCCO3)cc2c1 (configuration not stated) | 0
COc1cc(NC(=O)C2CC(=O)NC3=C2C(=O)CC(C)(C)C3)c(OC)cc1Cl (configuration not stated) | -3
COc1cc(/C=N\n2nnnc2N)ccc1OCc1ccc(F)cc1 | 8
CN(C)c1ccc(C=Nc2ccccc2C(N)=O)cc1 | 5
COC(=O)c1[nH]c2cccc(OC)c2c1NC(=O)CCN1CCN(c2cccc(Cl)c2)CC1 | 2
CCOC(=O)CSc1ccc2nnc(-c3ccccc3)n2n1 | 4
COc1cc2cc(CN(CCN3CCCC3)C(=O)Nc3ccc(F)cc3)c(=O)[nH]c2cc1OC | 1
Cc1ccc(S(=O)(=O)c2c(N)n(/N=C/c3ccco3)c3nc4ccccc4nc23)cc1C | 3

Random excerpt: 5 entries already listed, in no set order.
Structure | MMP13 inhibition
COc1ccc2[nH]c(=O)c(CN(Cc3ccccc3OC)Cc3nnnn3CC3CCCO3)cc2c1 (configuration not stated) | 0
CCOC(=O)CSc1ccc2nnc(-c3ccccc3)n2n1 | 4
Cc1nn(-c2ccccc2)c2[nH]c(=O)c(CNCC3CCCO3)cc12 (configuration not stated) | 3
COc1cc(NC(=O)C2CC(=O)NC3=C2C(=O)CC(C)(C)C3)c(OC)cc1Cl (configuration not stated) | -3
CC(=O)c1cc2c(cc1NC(=O)Nc1cccc(Cl)c1)OCCO2 | 6

Continuation:
Structure | MMP13 inhibition
CC(=O)c1nc2ccccc2n1S(=O)(=O)c1ccc(Cl)cc1 | 3
CC(=O)Oc1ccc2c(C)cc(=O)[nH]c2c1 | -14
COC(=O)c1[nH]c2cccc(OC)c2c1NC(=O)CCN1CCN(c2ccccc2F)CC1 | 9
Cc1c(-c2ccccc2)sc(N)c1C(=O)N1CCOCC1 | 4
CCCCC(CC)Cn1c(N)c(C#N)c2nc3ccccc3nc21 (configuration not stated) | -29
CCOc1cc(-c2nc3ccccn3c2NCC2CCCO2)ccc1O (configuration not stated) | 0
O=S(=O)(Cc1ccccc1)N1CCC(c2nc(-c3cccs3)no2)CC1 | 6
N=c1c2c(-c3ccccc3)c(-c3ccccc3)oc2ncn1CCCN1CCOCC1 | 1
COCc1cc(=O)n2[nH]c(-c3cccc(Br)c3)cc2n1 | -2
O=C(NCc1ccccn1)c1coc(=O)c(Br)c1 | -6
CCCc1cc(=O)n2[nH]c(-c3ccc(Br)cc3)cc2n1 | 1
CCN(CC)CCNC(=O)c1ccc2c(=O)n(CCc3ccccc3)c(=O)[nH]c2c1 | 4
Cc1c(NC(=O)c2coc(=O)c(Br)c2)c(=O)n(-c2ccccc2)n1C | -14
Cc1ccc(OCC(=O)Nc2ccc(-c3nnc(-c4ccco4)o3)cc2)cc1 | -10
CCOC(=O)c1cc2c(=O)n3ccccc3nc2n(CCCOC)c1=NC(=O)c1cccnc1 | 7
Cc1cccc(-n2c(=O)[nH]c3c(C(N)=O)nc(C(C)C)nc32)c1 | 10
CCOC(=O)N1CCN(C(=O)c2cc3c(ccc4ccccc43)oc2=O)CC1 | 1
CCOc1ccccc1C1NC(=O)NC(C)=C1C(=O)OC1CCCC1C (configuration not stated) | 7
Cc1ccc2[nH]c(=O)c(CN(CCO)Cc3nnnn3CCc3ccccc3)cc2c1 | 3
COc1ccc2oc(C(=O)C3CC3)c(N)c2c1 | 2
COCCNC(=O)C(c1ccc(C)o1)N(C(=O)c1snc(C(N)=O)c1N)c1cc(C)cc(C)c1 (configuration not stated) | 5
O=c1oc2c(CN3CCOCC3)c(O)ccc2c2c1CCCC2 | 7
O=C(OCC(=O)c1ccco1)c1ccc2ncsc2c1 | 6
O=C(NC1CC1)c1cc2c(s1)-c1ccccc1OC2 | -40
COc1cc(CN2CCC(C(=O)NC3CCCC3)CC2)ccc1O | 9
CCOc1ccc(-c2nnc(-c3ccncc3)o2)cc1 | 7
O=CNC1CCCc2c1[nH]c1ccc(Cl)cc21 (configuration not stated) | 5
C=CCn1c(SCC(=O)Nc2sccc2C(N)=O)nc2sc(C)c(C)c2c1=O | 3
O=C(NCCc1ccccc1)c1cnc2sccn2c1=O | -1
CC1(C)Cc2c(c(N3CCOCC3)nc3sc(C(=O)N4CCCCC4)c(N)c23)CO1 | 2
Cc1cccc(N2C(=O)c3cccc4c(N(C)CCO)ccc(c34)C2=O)c1 | 9
Nc1nc2n(n1)C(c1cccs1)CC(c1ccc(Br)cc1)N2 (configuration not stated) | -5
Cc1cc(/C=N\O)c(C)n1-c1ccncc1 | 6
O=c1ccc2ccc(OCc3nnc(-c4ccccc4Br)o3)cc2o1 | 5
Cc1cc(C)n(-c2nc(-n3nc(C)cc3C)c3c4c(sc3n2)COC(C)(C)C4)n1 | -1
COc1ccc2oc(-c3ccccc3)c(C(N)=O)c2c1 | -8

Shown as labelled records: two of the compounds above
SMILES: COc1cc(CN2CCC(C(=O)NC3CCCC3)CC2)ccc1O
  MMP13 inhibition: 9

SMILES: CCOc1ccc(-c2nnc(-c3ccncc3)o2)cc1
  MMP13 inhibition: 7

Next section:
Structure | MMP13 inhibition
N=c1oc2c3c4c(cc2cc1C(=O)Nc1ccccc1)CCCN4CCC3 | 14
COCCCNC(=O)C(C#N)c1nc2ccccc2nc1N1CCCC1 (configuration not stated) | 12
O=C(O)C1CCCN(C(=O)NCc2ccccc2)C1 (configuration not stated) | 4
CCOC(=O)c1cc2c(=O)n3cccc(C)c3nc2n(CCCOC)c1=NC(=O)c1cccnc1 | 15
CCOc1ccccc1Oc1c(C)oc2c(CN3CCN(CCO)CC3)c(O)ccc2c1=O | 12
Nc1cc(C(F)(F)F)ccc1C(=O)O | -5
COc1cc(-c2nnc(-c3ccc(N4CCOCC4)cc3)o2)cc(OC)c1OC | -12
CCOC(=O)c1sc2cccc(F)c2c1N | 41
COC(=O)CSc1ccc2c(N)c(C(=O)OC)sc2c1 | 1
Cc1noc(C)c1COC(=O)c1ccc2c(c1)S(=O)(=O)c1ccccc1C2=O | 1
CCn1cc(C(=O)O)c(=O)c2cc(F)c(N3CCN(C(=O)Nc4ccccc4)CC3)cc21 | 3
CN1CCN(c2cc3c(c4c2[nH]c2ccccc24)C(=O)CC(C)(C)C3)CC1 | 8
Cc1cc(C)n2nc3nc4c(cc3c2n1)CCCC4 | -39
CN(C(=O)c1ccccn1)c1nnc(-c2ccccn2)s1 | -74
CCN1CCCC1CNC(=O)c1c(O)c2c([nH]c1=O)CCCC2 (configuration not stated) | 5
O=C(CN1CCCC1)N1CCCc2c1c(=O)oc1ccc(OCc3ccccc3)cc21 | 4
O=C(c1ccc(N2CCCCS2(=O)=O)cc1)N1CCN(c2ccc(N3CCOCC3)nn2)CC1 | 8
CCCNC(=O)C1CCN(c2nc(C)cc(C)n2)CC1 | 2
CCCc1cc(=O)oc2cc(C)c3c(C)coc3c12 | -9
COc1ccc(-c2cc(C(F)(F)F)nc(SCC(=O)Nc3cc(C)on3)n2)cc1OC | 11
COC(=O)COc1ccc(S(=O)(=O)Nc2ccc(C(N)=O)cc2)cc1Cl | 4
c1ccc(-c2noc(-c3cccc4ccccc34)n2)nc1 | 7
CCC(Oc1ccc2c(c1)C(=O)CC(C)(C)O2)C(=O)NCCN1CCCCCC1 (configuration not stated) | -5
COc1ccc2cc(CN(Cc3cccnc3)S(=O)(=O)c3ccccc3)c(=O)[nH]c2c1 | 2

4 compounds from above, ordered by SMILES length, highest first.
Structure | MMP13 inhibition
COC(=O)COc1ccc(S(=O)(=O)Nc2ccc(C(N)=O)cc2)cc1Cl | 4
CCCNC(=O)C1CCN(c2nc(C)cc(C)n2)CC1 | 2
CCCc1cc(=O)oc2cc(C)c3c(C)coc3c12 | -9
Cc1cc(C)n2nc3nc4c(cc3c2n1)CCCC4 | -39

The listing continues.
Structure | MMP13 inhibition
COCCCNC(=O)CSC1=Nc2ccccc2C2=NC(CC(=O)NCc3ccccc3)C(=O)N12 (configuration not stated) | 1
CC(Oc1ccccc1)C(=O)NC1CC(C)(C)NC(C)(C)C1 (configuration not stated) | 4
C=CCn1c(N)c(C(=O)OCC(C)C)c2nc3ccccc3nc21 | -1
N#Cc1cc2cc3c(cc2nc1N1CCCCC1)OCCO3 | 1
CCn1c(-c2ccco2)nc2ccccc21 | 8
Cc1onc(-c2ccccc2Cl)c1C(=O)Nc1nnc(-c2ccc(F)cc2)s1 | 6
Cc1cc(=O)oc2cc(OCc3ccc(S(=O)(=O)N4CCOCC4)cc3)ccc12 | 4
Cc1ccsc1C1NC(=O)c2ccccc2N1 (configuration not stated) | -1
COc1ccccc1NC(=O)CSc1nnc(Cc2cccn2C)n1-c1ccc(F)cc1 | 1
COc1ccc(N(Cc2cc3cc(OC)ccc3[nH]c2=O)C(=O)C2CCCO2)cc1 (configuration not stated) | 4
CCNC(=O)c1cc2c(=O)n3cccc(C)c3nc2n(CCc2ccccc2)c1=N | -92
O=C(O)C1CC=CCC1C(=O)NCc1cn2ccccc2n1 (configuration not stated) | 4
CCOC(=O)c1nc2sc(C)c(C)c2c(=O)[nH]1 | 58
CC(=O)c1sc(Nc2nc3ccc(F)cc3s2)nc1C | 0
CCOC(=O)C1=C(C)NC(=O)C(C(N)=O)C1c1ccccc1 (configuration not stated) | 3
Cc1noc(C)c1C(=O)N1CCc2ccccc21 | 6
Cc1ccc2[nH]c(-c3cccc(N)c3)cc2c1 | -4
Cc1oc(C(=O)O)cc1COc1ccc2c(C)cc(=O)oc2c1 | 5
CCCCc1cc(=O)oc2c(CN(C)C)c(O)ccc12 | -131
CCOC(=O)N1CCN(C(=O)c2cn(CC(C)C)c(=O)c3c2c2ccccc2n3C)CC1 | -2
CCOC(=O)CCc1c(C)c2ccc(OCc3nn[nH]n3)c(C)c2oc1=O | 9
NC(=O)c1c(NC(=O)c2cc3ccccc3o2)sc2c1CCC2 | 8
O=C(Nc1ccc(-c2nc3cccnc3s2)cc1)c1ccco1 | 5
CCc1ccc2oc(-c3cc(N)ccc3Cl)nc2c1 | 1
CCOc1ccc2[nH]c(=O)c(CN(Cc3ccco3)C(=O)c3ccc(Br)cc3)cc2c1 | 2
Brc1ccccc1-c1nnc2sc(-c3ccc4c(c3)OCCO4)nn12 | 5
COC(=O)c1ccc(C2C3=C(Nc4nnnn42)c2ccccc2OC3)cc1 (configuration not stated) | -1
CC(C)Cn1cc(C(=O)N2CCN(c3ccccn3)CC2)c2c3ccccc3n(C)c2c1=O | 0
O=c1[nH]c2cc3c(cc2cc1C(c1nnnn1C1CCCCC1)N1CCSCC1)OCCO3 (configuration not stated) | 0
COc1ccc(S(=O)(=O)NCc2ccc3c(c2)cc(C)n3C)cc1 | 4
O=c1c2c3nc4ccccc4nc3n(Cc3ccccc3)c2ncn1Cc1ccco1 | 9
CCc1nc(N2CCOCC2)c(C#N)c2c1CCCC2 | 4
CC1=CC=CC2=NC(=O)CC(C)(C(=O)N(CC(=O)NC(C)C)C3CCCC3)N12 (configuration not stated) | -3
Cc1cc2nc3c(c(=O)n2[nH]1)CCCC3 | -1
N#Cc1c(N2CCCCC2)nc(N2CCCCC2)c2c1CCN(Cc1ccccc1)C2 | 6
COc1cc(-c2c(C#N)c(N)nc3c2c(C)nn3-c2ccc(C)c(C)c2)cc(OC)c1OC | 1
CNc1nc(C)nc(-c2ccccc2O)n1 | 7
N=c1c(S(=O)(=O)c2ccccc2)cc2c(=O)n3ccccc3nc2n1CC1CCCO1 (configuration not stated) | -120
CCOc1ccc(CN2CCN(c3cc(C)nc4c5c(C)cc(C)nc5nn34)CC2)cc1 | 11
c1csc(-c2nc3ccccc3[nH]2)c1 | 6
CCc1c(C)nc2[nH]nc(-c3ccccc3)n2c1=O | 8
O=C(CSc1ncccc1-c1nc2ccccc2[nH]1)NC1CC1 | 6
COc1ccc(O)c(C(=O)c2cc(C#N)c(=O)n(-c3c(C)n(C)n(-c4ccccc4)c3=O)c2)c1 | 6
CCOc1cc(S(=O)(=O)Nc2ccccn2)ccc1F | 0
COc1cc(NS(=O)(=O)c2ccc(NC(=O)C34CC5CC(CC(C5)C3)C4)cc2)ncn1 | 6
COc1ccc(CN(C)CCc2ccccn2)c(OC)c1OC | 3
COc1ccc2oc(=O)cc(C)c2c1 | 7
COC(=O)Cc1c(C)nc2nc(-c3ccco3)[nH]n2c1=O | 4
c1ccc2c(c1)nnn2Cc1nnc2sc(-c3ccc4c(c3)OCCO4)nn12 | 5
Cn1c(C(=O)N2CCc3ccccc3C2)cc2c(=O)n3ccccc3nc21 | -26

The list is partial; count on the stated rates, not on these rows.
